HT1080 IDH1KD tx – qHTS for induction of synthetic lethality in tumor cells producing 2HG: qHTS for the HT-1080-IDH1KD cell line | AID 686971, 2013 | HT-1080 IDH1 knockdown viability, ATP luminescence, 48 h | 360,000 tested, 2% active | Potency, µM (doses to about 46.1 µM), inactives show at the top dose activity, negative = toxicity, hits mostly cytotoxic;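 also: potency is read from the fitted curve at half-maximal effect; 0% = DMSO wells and -100% = cell-free medium wells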
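Using the IDH1-knockdown HT-1080 line run in the same batch and compound series as the NT line, viability after 48 h at 37 °C was determined by CellTiter-Glo luminescence and expressed as % activity.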
KB-V1 cytotox – qHTS assay for MDR1-selective chemotherapeutics: Primary screen using the drug-selected MDR subline cells KB-V1 | KB-V1 MDR cells viability, CellTiter-Glo, 72 h | Potency, µM (series often up to 46.1 µM), for inactives: at the highest dose activity change, negative = cytotoxicity, hits mostly cytotoxic | 400,000 tested, 3.4% active; also: potency is read from the fitted curve at half-maximal effect; % is scaled to controls: 0 for no effect and ±100 for the full control effect; nearly all actives have a fitted effect of over 60% in size
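Luminescent ATP read-out (CellTiter-Glo, 10 min) measures survival of drug-selected KB-V1 MDR cells after 72 h, 37 degrees C compound exposure. Medium: phenol-red-free DMEM, 10% FBS. Values from fitted concentration-response curves.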
HT1080NT lethal – qHTS for induction of synthetic lethality in tumor cells producing 2HG: qHTS for the HT-1080-NT fibrosarcoma cell line | HT-1080-NT fibrosarcoma viability, CellTiter-Glo ATP luminescence, 48 h | Potency, µM (series often up to 46.1 µM), inactives show at the highest dose activity, negative = less viability, actives largely listed as cytotoxic | 360,000 tested, 1.6% active | AID 686970, 2013;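 also: NT is the 2HG producing partner of a matched IDH1 knockdown line; potency is read from the fitted curve at half-maximal effect; 0% = DMSO-treated cells and -100% = media-only wells without cells; nearly all actives have a fitted effect of over 55% in size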
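Fibrosarcoma NT cells, 750 per well in 5% FBS RPMI, were exposed to compound for 48 hours. Viability: CellTiter-Glo luminescence.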
IL1B secr inh – qHTS for Inhibitors of Inflammasome Signaling: IL-1-beta AlphaLISA Primary Screen; THP-1 LPS/ATP IL-1B secretion, AlphaLISA, 16 h; stronger effect = lower value; activity change, % at 57.5 µM; 360,000 tested, 4.7% active; AID 743279, 2014; in the data active = activity change below about -50%; inconclusive = mostly about -30% to -49%; also: % is scaled to controls: 0 for no effect and ±100 for the full control effect
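THP-1 cells pretreated 1 hr with compounds (up to 57.5 uM final), then stimulated with LPS (250 ng/mL final) plus ATP (1.25 mM final); secreted IL-1B measured by AlphaLISA after 16 hr, decreased signal indicating inhibition.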
MCF10A rerep – A quantitative high throughput screen for small molecules that induce DNA re-replication in MCF 10a normal breast cells. MCF 10A DNA re-replication, Hoechst nuclear intensity, 48 h. 350,000 tested, 2.9% active. Potency, µM (highest dose often 46.1 µM), for inactives: at the top dose activity, positive = re-replication, most hits filed as activators; also: potency is read from the fitted curve at half-maximal effect; % of control where 0% means no effect; nearly all actives have a fitted effect of over 50% in size
KB-3-1 cytotox – qHTS assay for MDR1-selective chemotherapeutics: Primary screen using the parental adenocarcinoma cell KB-3-1; KB-3-1 viability, CellTiter-Glo ATP luminescence, 72 h; AID 1347075, 2019; 400,000 tested, 1.4% active; Potency, µM (series often up to 46.1 µM), inactives show at the highest dose activity change, negative = cytotoxic, usual class: cytotoxic; also: potency is read from the fitted curve at half-maximal effect; % is scaled to controls: 0 for no effect and ±100 for the full control effect; nearly all actives have a fitted effect of over 60% in size
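Parental KB-3-1 adenocarcinoma cells in phenol-red-free DMEM with 10% FBS were pin-treated with compounds at several concentrations, incubated 72 h at 37 °C, and viability read by CellTiter-Glo luminescence; concentration-effect curves were fitted after normalization.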
ATXN2 expr inh – Primary qHTS for Inhibitors of ATXN expression; HEK-293 ATXN2-luciferase reporter, luminescence, 24 h; Potency, µM (top dose mostly 57 µM), for the others: at the highest dose activity change, negative = inhibition, usual class: inhibitors; 360,000 tested, 0.72% active; AID 1745845, 2022; also: potency is read from the fitted curve at half-maximal effect; % is scaled to controls: 0 for no effect and ±100 for the full control effect; nearly all actives have a fitted effect of over 55% in size
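ATXN2-luciferase reporter cells (luciferase flanked by upstream and downstream ATXN2 gene portions) were treated 24 h at 37 °C with compounds at up to 57 uM. SteadyGlo luminescence gave expression; GF-AFC fluorescence gave viability.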
WRN inhibitor – qHTS for Inhibitors of WRN Helicase; AID 651768, 2012; WRN helicase unwinding, fluorescent forked duplex, kinetic; Potency, µM (doses to about 114 µM), for inactives: at the highest dose activity change, negative = inhibition, hits mostly inhibitors; Bifunctional 3'-5' exonuclease/ATP-dependent helicase WRN (Homo sapiens), Q14191; 360,000 tested, 0.46% active; also: potency is read from the fitted curve at half-maximal effect; % is scaled to controls: 0 for no effect and ±100 for the full control effect; nearly all actives have a fitted effect of over 55% in size
Target sequence (Q14191 whole entry, looked up): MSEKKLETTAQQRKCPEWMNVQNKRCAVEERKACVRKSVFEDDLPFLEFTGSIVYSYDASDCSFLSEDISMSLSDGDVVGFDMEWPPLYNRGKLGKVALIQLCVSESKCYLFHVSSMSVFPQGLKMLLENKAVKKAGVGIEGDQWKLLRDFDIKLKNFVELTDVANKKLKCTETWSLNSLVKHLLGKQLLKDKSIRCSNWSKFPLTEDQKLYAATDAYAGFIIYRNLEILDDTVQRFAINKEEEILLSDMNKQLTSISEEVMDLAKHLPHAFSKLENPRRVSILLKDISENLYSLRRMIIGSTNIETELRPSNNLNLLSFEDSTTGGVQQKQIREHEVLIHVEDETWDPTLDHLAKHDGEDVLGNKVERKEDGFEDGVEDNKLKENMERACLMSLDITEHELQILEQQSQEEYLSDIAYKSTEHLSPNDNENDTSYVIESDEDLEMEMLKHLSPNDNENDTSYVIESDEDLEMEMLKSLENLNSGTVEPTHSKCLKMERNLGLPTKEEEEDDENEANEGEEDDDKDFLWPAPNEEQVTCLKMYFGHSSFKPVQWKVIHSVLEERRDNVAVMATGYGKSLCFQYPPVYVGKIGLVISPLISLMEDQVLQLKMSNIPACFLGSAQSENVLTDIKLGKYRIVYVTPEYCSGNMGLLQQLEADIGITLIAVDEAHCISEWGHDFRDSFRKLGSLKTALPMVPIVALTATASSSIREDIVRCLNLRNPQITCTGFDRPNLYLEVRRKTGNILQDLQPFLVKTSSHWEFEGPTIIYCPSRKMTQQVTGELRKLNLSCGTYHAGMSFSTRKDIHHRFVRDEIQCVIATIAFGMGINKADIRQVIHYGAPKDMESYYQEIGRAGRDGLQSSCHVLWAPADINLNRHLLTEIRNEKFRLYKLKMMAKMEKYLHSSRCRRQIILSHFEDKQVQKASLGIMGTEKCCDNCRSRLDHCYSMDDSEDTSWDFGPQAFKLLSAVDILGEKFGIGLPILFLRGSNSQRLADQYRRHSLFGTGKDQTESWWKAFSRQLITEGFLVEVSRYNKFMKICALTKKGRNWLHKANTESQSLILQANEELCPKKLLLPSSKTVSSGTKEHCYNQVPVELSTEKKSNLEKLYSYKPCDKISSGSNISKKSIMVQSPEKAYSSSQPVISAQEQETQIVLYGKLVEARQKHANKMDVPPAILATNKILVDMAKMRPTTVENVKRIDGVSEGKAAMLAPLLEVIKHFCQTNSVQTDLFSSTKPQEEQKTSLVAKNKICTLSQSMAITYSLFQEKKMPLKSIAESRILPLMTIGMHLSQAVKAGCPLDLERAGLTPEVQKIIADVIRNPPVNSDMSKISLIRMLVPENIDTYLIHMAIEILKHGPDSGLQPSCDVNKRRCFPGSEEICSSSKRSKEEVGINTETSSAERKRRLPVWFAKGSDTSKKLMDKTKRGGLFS
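Primary qHTS, 1536-well format. 20 nM WRN + compound, 15 min RT; start with 100 nM forked fluorophore/quencher duplex, 2 mM ATP (final); kinetic read ex 525/em 598 nm.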
SW480 rereplic – A quantitative high throughput screen for small molecules that induce DNA re-replication in SW480 colon adenocarcinoma cells | AID 624297, 2012 | 340,000 tested, 1.8% active | Potency, µM (top dose mostly 46.1 µM), for the others: at the highest dose re-replication activation, actives largely listed as activators | SW480 DNA re-replication, Hoechst DNA content imaging, 48 h; also: potency is read from the fitted curve at half-maximal effect; % of control where 0% means no effect; nearly all actives have a fitted effect of over 55% in size
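Readout is total intensity of Hoechst-stained nuclei, excited at 405 nm and collected at 500-530 nm. Compound treatment lasted 48 hr at 37 C in 5% CO2 before staining.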
Starred values were filed as active, the others as inactive; ? = inconclusive; . = not tested or not shown; & = joins results of further samples; [ ] = dose if it differs, or a comment. Unless noted, calls follow the shape of the dose curve; as a rule, active = well fitted curve in the direction sought with a large enough effect; inconclusive = small, poorly fitted or top-dose-only effect, or another doubt; inactive = no such curve, though single readings can be large; an effect the other way counts as inactive or inconclusive.

SMILES | HT1080 IDH1KD tx | KB-V1 cytotox | HT1080NT lethal | IL1B secr inh | MCF10A rerep | KB-3-1 cytotox | ATXN2 expr inh | WRN inhibitor | SW480 rereplic
COc1ccccc1/C=C1\CCCC2=C1Nc1nnnn1C2c1ccccc1OC (configuration not stated) | ? | 8.2µM* | -16% | -101* | ? | ? | -12% | -12% | ?
COc1ccc(S(=O)(=O)N(C)C[C@H]2Oc3c(NC(=O)Nc4ccc5c(c4)OCO5)cccc3C(=O)N([C@H](C)CO)C[C@@H]2C)cc1 | -13% | 15% | 0% | -19 | 21% | 4% | -10% | -17% | 7%
Cc1ccc(Nc2nc(N)nc(CSc3nncn3C)n2)cc1 | 3% | 7% | 2% | 14 | -9% | -1% | 16% | -14% | -2%
COC(=O)c1ccccc1NS(=O)(=O)c1ccc2c3c(cccc13)C(=O)N2 | -27% | -14% | ? | 27 | ? | 8% | 10% | -10% | 25%
O=C(CCN1C(=O)/C(=C/c2cccs2)SC1=S)Nc1ccc(C(=O)O)cc1 | -2% | ? | -9% | 29 | 1% | -8% | 1% | -3%[11.6 µM] | -1%
CC1(C(=O)NS(=O)(=O)c2cccc(F)c2)CCN1C(=O)CCC1CCCC1 (configuration not stated) | 0% | 2% | 15% | 30 | . | 0% | 22% | 2% | .
CCC(C)N(C(=O)COC(=O)c1cc([N+](=O)[O-])ccc1N)C1CCS(=O)(=O)C1 (configuration not stated) | 12% | 0% | -3% | 0 | -2% | 5% | 1% | 4% | -20%
CCCNC(=O)CCn1nc(-c2ccc(C)cc2)c2ccccc2c1=O | 2% | 12% | 1% | 0 | 2% | -2% | 2% | 11% | 2%
O=C(NNC(=O)c1ccc2ccccc2c1O)NC1CCCCC1 | 0% | 4% | 2% | -26 | -15% | -19% | -22% | 3% | -5%
CCCCCC(=O)Nc1ccc(-c2csc(C)n2)cc1 | 11% | ? | 20% | 8 | -33%[inhibitor] | 14% | 29% | 5% | 1%

Single records, from the list above. Screens in order: HT1080 IDH1KD tx, KB-V1 cytotox, HT1080NT lethal, IL1B secr inh, MCF10A rerep, KB-3-1 cytotox, ATXN2 expr inh, WRN inhibitor, SW480 rereplic
Results for COC(=O)c1ccccc1NS(=O)(=O)c1ccc2c3c(cccc13)C(=O)N2 : -27%, -14%, ?, 27, ?, 8%, 10%, -10%, 25%
Results for O=C(CCN1C(=O)/C(=C/c2cccs2)SC1=S)Nc1ccc(C(=O)O)cc1 : -2%, ?, -9%, 29, 1%, -8%, 1%, -3%[11.6 µM], -1%
Results for CCCNC(=O)CCn1nc(-c2ccc(C)cc2)c2ccccc2c1=O : 2%, 12%, 1%, 0, 2%, -2%, 2%, 11%, 2%
Results for COc1ccc(S(=O)(=O)N(C)C[C@H]2Oc3c(NC(=O)Nc4ccc5c(c4)OCO5)cccc3C(=O)N([C@H](C)CO)C[C@@H]2C)cc1 : -13%, 15%, 0%, -19, 21%, 4%, -10%, -17%, 7%
Results for CCCCCC(=O)Nc1ccc(-c2csc(C)n2)cc1 : 11%, ?, 20%, 8, -33%[inhibitor], 14%, 29%, 5%, 1%

Later entries
SMILES | HT1080 IDH1KD tx | KB-V1 cytotox | HT1080NT lethal | IL1B secr inh | MCF10A rerep | KB-3-1 cytotox | ATXN2 expr inh | WRN inhibitor | SW480 rereplic
N#Cc1cc2cc3c(cc2nc1SCC(=O)N1CCOCC1)OCCO3 | 24% | ? | 18% | -7 | 2% | 9% | ? | 10% | -2%
Cc1cccc(COCC(Cc2ccccc2)N2CCN(C(=O)c3cccc(Cl)c3)CCC2=O)c1 (configuration not stated) | -20% | 1% | -13% | -61* | 23% | -14% | 0% | 2% | ?
C/C(=N/Nc1nc(-c2ccccc2)cc(-c2ccc(F)cc2)n1)c1cccc(N)c1 | ? | 5.2µM* | ? | -61* | 2% | ? | -16% | -14%[57.1 µM] | ?
Cc1noc(NS(=O)(=O)c2ccc(NC(=O)CSc3nnc(-c4ccccc4)n3C3CCCCC3)cc2)c1C | -49% | 0% | -40% | 15 | -5% | 0% | -7% | -17% | 18%
Cc1nc2ccccc2nc(C)c1=NO | 2% | 2% | 5% | 22 | 0% | 12% | 0% | 4% | 0%
CC(C)Cn1c(N)c(C(=O)CSc2n[nH]c(N)n2)c(=O)n(C)c1=O | 1% | -4% | 2% | 1 | 2% | -5% | 2% | 4% | 14%
CCC(C(=O)OC)n1cnc2scc(-c3ccc(C)c(C)c3)c2c1=O (configuration not stated) | -2% | -19% | -22% | 35 | 27% | 0% | . | -3% | 0%
CCOc1cc(N2CCOCC2)c(OCC)cc1NC(=O)C(NC(=O)c1ccco1)C(C)C (configuration not stated) | 8% | 4% | 3% | -8 | 3% | -4% | -5% | -4% | 4%
COc1ccccc1OC(C)C(=O)Nc1ccccc1C(=O)NCC1CCCO1 (configuration not stated) | 18% | ? | 13% | -13 | 6% | -2% | -22% | -14% | -2%
Nc1c(Cl)ncnc1N/N=C/c1cccnc1 | 0% | 1% | -2% | . | 3.7µM* | 6% | -3% | -12% | -57%[inhibitor]
CCC1=C(OC(=O)N(CC)CC)N2C(=O)OC(=NCCOC)[C@]2(Cc2ccccc2)[C@H]2C1=CC[C@H]1C(=O)NC(=O)[C@H]12 | 2% | 5% | -4% | -6 | 14% | 0% | -14% | 11% | -7%
CCC(=O)N1c2ccccc2NC2=C(C(=O)CC(C)(C)C2)C1c1ccc(O)c(OC)c1 (configuration not stated) | -4% | 2% | 2% | 0 | -7% | -6% | -4% | 13% | ?
COc1ccc(C(=O)OCC(=O)NCCCc2ccccc2)cc1[N+](=O)[O-] | 16% | 0% | 17% | 6 | -4% | 0% | -18% | -4% | -1%
COc1cc(C(c2c(O)cc(C)[nH]c2=O)c2c(O)cc(C)[nH]c2=O)ccc1O | 20% | 11% | 6% | 3 | ? | -2% | -6% | 0%[57.1 µM] | 3%
COC(=O)c1ccc(CSc2nnc(N)s2)o1 | 10% | 8% | 1% | -16 | 2% | 11% | -19% | 14% | -4%
CCN(CC)P(=O)(c1ccccc1)c1c(C)nc2ccccn12 (configuration not stated) | 5% | 3% | 11% | 11 | 7% | 1% | -3% | -2%[57.1 µM] | -75%[inhibitor]
O=C(Nc1ccc2c(c1)OCO2)c1ccncc1 | -6% | 1% | 2% | -18 | 2% | 5% | 23% | 5% | -1%
Cc1noc(C)c1C(=O)NCCCc1ccccc1 | 5% | 2% | 2% | 23 | -8% | -9% | -19% | -7% | -7%
O=C(NCc1ccccc1Br)c1cccc2c1C(=O)c1ccc(N3CCC(Cc4ccccc4)CC3)cc1S2(=O)=O | 20% | 5% | 22% | 0 | ? | 0% | 10% | -3% | -7%
COc1ccc(NC(=O)CSCC(=O)OCc2cccc(OC)c2OC)cc1 | 0% | 0% | 1% | 12 | -1% | 24% | -2% | -3% | -2%
Brc1ccc(C2=CC(c3ccco3)n3nnnc3N2)cc1 (configuration not stated) | -19% | 0% | -19% | 13 | -3% | -5% | -5% | -6% | -10%
Cc1ccc(C(C[N+](=O)[O-])c2c(C)cc3ccccn23)cc1 (configuration not stated) | -16% | -3% | -3% | -17 | 21µM* | -29% | -28% | -6% | ?
CCC(Oc1ccccc1)C(=O)NC1C(=O)N2C1SC(C)(C)C2C(=O)O (configuration not stated) | 7% | -6% | -14% | 6 | ? | 1% | 4% | -6% | -9%&-2%
O=C(COC(=O)c1ccc(F)c(S(=O)(=O)N2CCOCC2)c1)c1ccccc1 | 18% | 11% | 5% | 0 | -9% | ? | 10% | 1% | ?
COCC(=O)N[C@@H]1c2ccccc2CC[C@@H]1OCc1ccccc1 | -1% | 0% | 1% | -9 | 3% | 0% | -6% | -11% | -30%
CCC(=O)c1ccc(OCC(=O)OCC(=O)N2CCc3ccccc32)cc1 | 2% | 2% | 1% | 18 | 0% | -7% | 5% | 9% | -9%
Cc1ccc(N2NC(=O)/C(=C/C=C/c3ccco3)C2=O)cc1C | -13% | 0% | -16% | -63* | 23µM* | 1% | -1% | ? | ?
CCOC(=O)c1ccc(NC(=O)CC2C(=O)N(c3cccc(OC)c3)C(=O)N2CCOC)cc1 (configuration not stated) | -6% | 6% | -8% | -8 | -2% | 7% | 1% | -2% | 2%
O=C(CCCOc1ccc(Br)cc1)Nc1ccc(S(=O)(=O)N2CCOCC2)cc1 | ? | -22% | ? | ? | ? | -1% | ? | -12% | -605%[inhibitor]
COc1cccc(-c2cc(C(F)(F)F)nc(NCc3ccco3)n2)c1 | 2% | ? | 16% | 5 | ? | -8% | 0% | -19% | 26%
N#Cc1c(SCC(=O)Nc2ccc(Cl)cc2Cl)sc2c(O)cc(=O)[nH]c12 | -6% | 7% | -15% | 24 | 1% | -19% | -21% | -3%[11.6 µM] | 18%
Cc1ccc(Cn2c(Sc3ncccn3)nc3c2c(=O)[nH]c(=O)n3C)cc1 | -8% | ? | ? | 15 | 6% | ? | ? | 4% | -7%

Source: PubChem (National Center for Advancing Translational Sciences (NCATS))
